# ERa coact pot = ER-alpha (human) coactivator binding potentiation; P03372; TR-FRET ERalpha-LBD/SRC-Cy5 coactivator binding, 2 h; 100 = basal binding, no effect; coactivator binding (% of control), % at 25.6 µM; 86,000 tested, 1.3% active; in the data active means activity above about 200%;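 further: binding measured in presence of low estradiol as agonist stimulus; 0% = peptide alone without receptor and 100% = receptor with peptide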
# sEH inh = blocks human soluble epoxide hydrolase activity; P34913; recombinant human sEH enzymatic activity assay; inhibition, % at 2 µM; 91,000 tested, 0.34% active; in the data active means inhibition above about 80%; further: values of inactives mirror those of a sister screen read the other way; many of its hits are not listed in these tables
# Target sequence (P34913 whole entry, looked up): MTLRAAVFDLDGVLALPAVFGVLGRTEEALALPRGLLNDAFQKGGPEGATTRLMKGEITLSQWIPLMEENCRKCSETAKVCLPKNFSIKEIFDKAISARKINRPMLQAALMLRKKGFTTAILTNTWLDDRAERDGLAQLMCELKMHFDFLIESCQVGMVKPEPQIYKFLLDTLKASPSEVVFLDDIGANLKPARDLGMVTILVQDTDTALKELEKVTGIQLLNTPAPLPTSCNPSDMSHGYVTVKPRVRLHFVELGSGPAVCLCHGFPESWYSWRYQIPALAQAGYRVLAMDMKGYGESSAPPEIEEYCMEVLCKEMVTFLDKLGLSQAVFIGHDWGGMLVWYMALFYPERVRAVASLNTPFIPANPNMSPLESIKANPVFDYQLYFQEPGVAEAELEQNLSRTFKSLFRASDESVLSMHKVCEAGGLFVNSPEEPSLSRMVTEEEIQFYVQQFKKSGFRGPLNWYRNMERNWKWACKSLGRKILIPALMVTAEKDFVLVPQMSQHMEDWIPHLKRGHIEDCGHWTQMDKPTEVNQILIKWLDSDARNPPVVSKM
# sEH activator = activators of human soluble epoxide hydrolase. purified human sEH enzymatic activity, activator screen. P34913. activation, % at 2 µM. 91,000 tested, 0.04% active. AID 717; in the data active means activation above about 37%; further: values of inactives mirror those of a sister screen read the other way
# CD11b adhes enh = increases human CD11b/CD18 adhesion to fibrinogen | K562 CD11b/CD18 adhesion to fibrinogen, ATPlite luminescence | activation, % at 10 µM | 93,000 tested, 0.07% active;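 active means 10 µM primary screen giving 50% or more activity, confirmed by 40% or more on retest at that dose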; further: strong numbers were not always called active; reference of the scale not given here
# MT1-MMP txn act = MT1-MMP promoter transcription activation; HT1080 MT1-MMP promoter luciferase reporter, luminescence, overnight; stronger effect = higher value; 86,000 tested, 0.16% active; activation factor at 10 µM;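 active means activation factor of at least 2 for MT1-MMP transcription at 10 µM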
# ERb SRC1 inh = ER-beta (human) coactivator binding inhibition | AID 633 | inhibition, % at 25.6 µM | 86,000 tested, 1.3% active | Q92731 | TR-FRET ER-beta LBD / SRC1-Cy5 peptide binding; receptor agonist-loaded with 1 µM estradiol;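 active means compounds whose percent inhibition of the receptor-coactivator binding signal exceeds about 50% in the single-dose screen, limit read from the data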;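 further: 0% = receptor plus peptide wells without compound and 100% = peptide-only wells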
# Target sequence (Q92731 whole entry, looked up, the tested form may be a part): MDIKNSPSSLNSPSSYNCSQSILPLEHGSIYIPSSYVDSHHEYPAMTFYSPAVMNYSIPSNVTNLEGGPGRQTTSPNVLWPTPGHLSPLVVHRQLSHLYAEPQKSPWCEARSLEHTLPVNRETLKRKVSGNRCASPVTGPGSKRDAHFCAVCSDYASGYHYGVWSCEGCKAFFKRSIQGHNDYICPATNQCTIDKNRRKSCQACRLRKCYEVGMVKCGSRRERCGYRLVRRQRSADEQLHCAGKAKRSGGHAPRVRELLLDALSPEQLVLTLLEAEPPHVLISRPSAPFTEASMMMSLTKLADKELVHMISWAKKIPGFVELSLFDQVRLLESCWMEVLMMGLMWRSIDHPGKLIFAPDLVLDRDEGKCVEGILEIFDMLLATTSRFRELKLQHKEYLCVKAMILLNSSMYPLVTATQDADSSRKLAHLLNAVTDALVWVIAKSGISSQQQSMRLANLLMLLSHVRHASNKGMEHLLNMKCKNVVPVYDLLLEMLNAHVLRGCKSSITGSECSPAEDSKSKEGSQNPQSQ
# Candida biofilm = kills Candida albicans biofilms. C. albicans biofilm + clotrimazole, Alamar Blue. inhibition, % at 6 µM. 85,000 tested, 0.14% active. AID 834;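 active means inhibition above 20%; inactive means inhibition below 20%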;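 further: preformed 24 hr biofilms exposed to compound for 48 hr; 0% = biofilm without compound and 100% = blank killed by clotrimazole plus chlorhexidine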
# CD11b adhes inh = inhibitors of human CD11b/CD18 binding to fibrinogen. K562 CD11b/CD18 adhesion to fibrinogen, ATPlite luminescence; Mn2+ added to activate the integrin. inhibition, % at 10 µM. 93,000 tested, 0.54% active;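 active means primary inhibition of 50% or more at 10 µM, then 40% or more on retest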; further: some results filed as inactive read as strong as hits
# Smad3 inh = inhibitors of human Smad3 transcription factor binding. 88,000 tested, 0.29% active. P84022. TR-FRET Smad3/Dy647-FoxH1 peptide binding, europium anti-His. inhibition, % at 25 µM;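 active means compounds that reduce the energy-transfer binding signal between the protein and its labelled peptide by more than half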;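 further: 0% = Smad3 plus labelled peptide maximal FRET and 100% = peptide-only background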
# * = called active by the depositor; . = not tested or not shown; [ ] = another dose, or the depositor's remark. A portion of the library; the hit share may differ from the screen's.
# Letter code: A = ERa coact pot; B = sEH inh; C = sEH activator; D = CD11b adhes enh; E = MT1-MMP txn act; F = ERb SRC1 inh; G = Candida biofilm; H = CD11b adhes inh; I = Smad3 inh
c1ccc(N2CCN(c3cnc4ccccc4n3)CC2)cc1
  A: 120	B: 9	C: -8	D: 0	E: .	F: -6	G: 1	H: 23	I: -1
CC(C)C(c1nnnn1C1CCCC1)N1c2ccccc2CC1C (stereo unspecified)
  A: 101	B: 12	C: -12	D: 0	E: 1.6	F: -1	G: 1	H: -48	I: 8
O=C(Nc1nc(-c2ccc(Cl)s2)cs1)c1ccncc1
  A: .	B: -2	C: 2	D: 0	E: 1.1	F: .	G: .	H: -7	I: .
Cn1c(=O)c2c(nc(CN3CCN(C(=O)c4ccco4)CC3)n2Cc2cccc(Cl)c2)n(C)c1=O
  A: 118	B: .	C: .	D: -2	E: 0.9	F: 1[fluorescence artefact?]	G: 8	H: -15	I: 4[fluorescence artefact?]
CCCOC(=O)Cc1c(O)c2ccccc2[nH]c1=O
  A: 85[fluorescence artefact?]	B: .	C: .	D: 3	E: 1.1	F: 2	G: 3	H: -5	I: 12
Cc1ccc(CNCC2CCCO2)o1 (stereo unspecified)
  A: 95	B: -3	C: 0	D: -3	E: 1.2	F: 19[fluorescence artefact?]	G: 1	H: 4	I: -17
Cc1ccc(NC(=O)c2ccc(S(=O)(=O)N3CCC(C)CC3)cc2)cc1
  A: .	B: 14	C: -12	D: -2	E: .	F: .	G: .	H: 3	I: .
Cc1ccc(NC(=O)Cn2cccc2)c(C)c1
  A: 98	B: -2	C: 2	D: -1	E: 1	F: -3	G: 2	H: 14	I: 12
COC(=O)NCCOc1cc(C)ccc1C
  A: 73	B: 10	C: -6	D: 6	E: 1.1	F: -28[fluorescence artefact?]	G: 3	H: -26	I: 5[fluorescence artefact?]
O=C(COC(=O)c1cccs1)c1ccc2c(c1)OCCO2
  A: 104	B: 6	C: -5	D: -8	E: .	F: 2[fluorescence artefact?]	G: 10	H: 56	I: 11
Cc1ccc(/C=N/NC(=O)c2sccc2OCc2ccc(F)cc2)cc1
  A: .	B: 3	C: -1	D: 3	E: .	F: .	G: .	H: 28	I: .
COc1ccc(-c2ncc3ccccn23)cc1OC
  A: 92	B: 5	C: -7	D: 0	E: 1.4	F: 23[fluorescence artefact?]	G: 6	H: 18	I: 5
CCOc1c(Cl)cc(C(=O)Nc2ccccc2-c2ccccc2)cc1Cl
  A: .	B: -7	C: 9	D: 5	E: .	F: .	G: .	H: 10	I: .
COc1ccc(NC(=O)Nc2ccc(C)cc2OC(F)F)cc1OC
  A: 98	B: 8	C: -10	D: 4	E: 1.1	F: -1[fluorescence artefact?]	G: 11	H: -1	I: 13
COc1ccc(C2CC(c3cccc(OC)c3)n3nc(N)nc3N2)cc1 (stereo unspecified)
  A: 101	B: .	C: .	D: -3	E: 1.1	F: 32[fluorescence artefact?]	G: 0	H: -9	I: -24
COC(=O)c1c(C)n(-c2ccc(C)cc2)c2ccc(O)cc12
  A: 72	B: 2	C: -2	D: -1	E: 1.1	F: 9	G: 4	H: -12	I: -20
C=CCn1c(SCC(=O)NCC2CCCO2)nc2scc(-c3ccco3)c2c1=O (stereo unspecified)
  A: 81[fluorescence artefact?]	B: 23	C: -23	D: 2	E: 1.3	F: 13	G: 0	H: -4	I: 5
COc1ccc(-n2c(SCC(=O)N3CCCC3)nc3c([nH]c4ccccc43)c2=O)cc1
  A: 124	B: .	C: .	D: .	E: 1.2	F: 60*[fluorescence artefact?]	G: 6	H: .	I: -8
COC(=O)c1ccc(Cl)c(NC(=O)CN(c2ccc3c(c2)OCO3)S(C)(=O)=O)c1
  A: 110	B: 3	C: 0	D: 1	E: 1.1	F: 13	G: 8	H: -26	I: 7
COc1ccc(NC(=O)CSc2nnc(-c3cccs3)n2Cc2ccco2)cc1OC
  A: 95	B: 8	C: -7	D: -2	E: 1.2	F: 7	G: 8	H: 6	I: -1
Cc1cc2ncn(C(=O)c3c(-c4ccccc4)noc3C)c2cc1C
  A: .	B: -6	C: 9	D: -4	E: 1.1	F: .	G: .	H: 5	I: .
O=C(Cn1cc2c(n1)CCCCC2)NCc1ccccn1
  A: 116	B: 7	C: -3	D: 1	E: 1.2	F: -7	G: -5	H: -4	I: -3
COc1ccc(C(=O)NCC(=O)N2CCC(C)CC2)cc1OC
  A: 112	B: 8	C: -6	D: 1	E: 1.2	F: 1	G: 0	H: -16	I: 6
COc1ccc(Nc2nc(N3CCCC3)nc(N3CCCC3)n2)c(OC)c1
  A: 111	B: -22	C: 19	D: -1	E: 0.9	F: -14	G: -10	H: 3	I: 2
Cc1cc(NC(=O)CSc2nnc(-c3ccc(S(=O)(=O)N4CCCC4)cc3)n2C)no1
  A: 92	B: 9	C: -10	D: 1	E: 0.9	F: -3	G: 8	H: -11	I: -2

# Some entries already given, reduced to MT1-MMP txn act and CD11b adhes enh:
molecule | MT1-MMP txn act | CD11b adhes enh
COc1ccc(NC(=O)Nc2ccc(C)cc2OC(F)F)cc1OC | 1.1 | 4
Cc1ccc(NC(=O)c2ccc(S(=O)(=O)N3CCC(C)CC3)cc2)cc1 | . | -2
Cc1cc(NC(=O)CSc2nnc(-c3ccc(S(=O)(=O)N4CCCC4)cc3)n2C)no1 | 0.9 | 1
CC(C)C(c1nnnn1C1CCCC1)N1c2ccccc2CC1C (stereo unspecified) | 1.6 | 0

# 5 records drawn at random from those above, as already listed:
# Letter code: A = ERa coact pot; B = sEH inh; C = sEH activator; D = CD11b adhes enh; E = MT1-MMP txn act; F = ERb SRC1 inh; G = Candida biofilm; H = CD11b adhes inh; I = Smad3 inh
COC(=O)c1ccc(Cl)c(NC(=O)CN(c2ccc3c(c2)OCO3)S(C)(=O)=O)c1
  A: 110	B: 3	C: 0	D: 1	E: 1.1	F: 13	G: 8	H: -26	I: 7
CCOc1c(Cl)cc(C(=O)Nc2ccccc2-c2ccccc2)cc1Cl
  A: .	B: -7	C: 9	D: 5	E: .	F: .	G: .	H: 10	I: .
Cc1ccc(NC(=O)Cn2cccc2)c(C)c1
  A: 98	B: -2	C: 2	D: -1	E: 1	F: -3	G: 2	H: 14	I: 12
CCCOC(=O)Cc1c(O)c2ccccc2[nH]c1=O
  A: 85[fluorescence artefact?]	B: .	C: .	D: 3	E: 1.1	F: 2	G: 3	H: -5	I: 12
COC(=O)c1c(C)n(-c2ccc(C)cc2)c2ccc(O)cc12
  A: 72	B: 2	C: -2	D: -1	E: 1.1	F: 9	G: 4	H: -12	I: -20

# New compounds follow
# Letter code: A = ERa coact pot; B = sEH inh; C = sEH activator; D = CD11b adhes enh; E = MT1-MMP txn act; F = ERb SRC1 inh; G = Candida biofilm; H = CD11b adhes inh; I = Smad3 inh
O=C(Nc1ccc2c(c1)OCO2)C1Cc2ccccc2CN1S(=O)(=O)c1cccs1 (stereo unspecified)
  A: 60[fluorescence artefact?]	B: -2	C: 3	D: 45	E: 1.5	F: 41	G: 6	H: 0	I: -6
CCCc1nc2oc3c(NCCN(C)C)ncnc3c2c2c1CCCC2
  A: 105	B: .	C: .	D: -3	E: 1	F: -12	G: 7	H: 8	I: 0
Cc1ccc(S(=O)(=O)N2CCN(C(=O)c3cccc(F)c3)CC2)cc1
  A: 108	B: 3	C: -1	D: 1	E: 1.4	F: -10	G: 3	H: -9	I: -1
CCOc1cc(S(=O)(=O)NCc2ccccc2)c(OCC)cc1-n1cnnn1
  A: 99	B: 10	C: -5	D: .	E: 1.4	F: 12	G: -2	H: .	I: -8
C=CCN(CC=C)C(=O)c1ccncc1
  A: 108	B: 2	C: 0	D: 6	E: 1.2	F: -5	G: 6	H: 6	I: -10
O=C(CCC(=O)OCc1ccc(Cl)cc1)Nc1cccc([N+](=O)[O-])c1
  A: .	B: -15	C: 14	D: -4	E: .	F: .	G: .	H: 10	I: .
O=C(NCc1cccs1)c1cnc2sccn2c1=O
  A: 90	B: .	C: .	D: -3	E: .	F: 13	G: 8	H: 10	I: 13
CC(C)c1[nH]c(=O)c(C#N)c2c1COC(C)(C)C2
  A: 105	B: -13	C: 14	D: -1	E: 1	F: -10	G: 2	H: -16	I: -10
CCCCCn1c(CN2CCN(C(=O)c3ccco3)CC2)nc2c1c(=O)n(C)c(=O)n2C
  A: 94	B: .	C: .	D: .	E: 1.1	F: 5	G: 7	H: .	I: 0
Cc1ccc(NC(=O)N(Cc2ccco2)C(C)c2ccco2)cc1C (stereo unspecified)
  A: 121	B: -6	C: 6	D: .	E: 1	F: -6	G: 4	H: .	I: 7
COC(=O)C(CCSC)NC(=O)C(NC(=O)C1CCC(C)CC1)C(C)C (stereo unspecified)
  A: 112	B: .	C: .	D: 2	E: 1	F: -7[fluorescence artefact?]	G: 4	H: 9	I: -1
CN(C)c1ccc(C(=O)C(O)c2ccc(C(C)(C)C)cc2)cc1 (stereo unspecified)
  A: 138[fluorescence artefact?]	B: 6	C: -5	D: -6	E: 1.1	F: 6[fluorescence artefact?]	G: 2	H: 16	I: -3
CC(=O)Nc1ccc(S(=O)(=O)N2CCC(NC(C)=O)(c3cccc(F)c3)CC2)cc1
  A: .	B: 21	C: -17	D: 2	E: 1.2	F: .	G: .	H: 5	I: .
FC(F)(F)c1nnc2ccc(N3CCN(c4ccccc4)CC3)nn12
  A: 118	B: -10	C: 10	D: -1	E: 1.1	F: -10[fluorescence artefact?]	G: 2	H: -49	I: 2
COc1ccc(-c2nc(C#N)c(NCc3ccccc3Cl)o2)cc1OC
  A: 73	B: 24	C: -21	D: 5	E: 1.3	F: 29[fluorescence artefact?]	G: 4	H: -3	I: 4
CC(=O)c1cc(-c2ccccc2)n(CC(=O)N2CCC(C)CC2)c1C
  A: 97	B: -7	C: 8	D: .	E: 1.1	F: -14	G: 0	H: .	I: 0
Cc1cc(=O)oc2cc(OCC(=O)N3CCCc4ccccc43)ccc12
  A: 98[fluorescence artefact?]	B: 5	C: -6	D: 1	E: 1.1	F: 1	G: -2	H: 1	I: 0
COc1c2c(nc3ccccc13)OC(C(C)(O)COC(C)=O)C2 (stereo unspecified)
  A: 89[fluorescence artefact?]	B: -7	C: 8	D: 4	E: 1	F: 7	G: -2	H: 5	I: 6
CCCCNC(=O)c1c(N)n(/N=C/c2ccccn2)c2nc3ccccc3nc12
  A: .	B: -22	C: 21	D: 50	E: 1.4	F: .	G: .	H: 7	I: .
CCN(C(=O)Cc1cccs1)c1nnc(-c2cc(OC)c(OC)c(OC)c2)s1
  A: 91[fluorescence artefact?]	B: -24	C: 24	D: 9	E: 1.2	F: -11	G: -1	H: -17	I: 6
O=C(CCc1ccccc1)NC(NC(=S)Nc1cccc(Cl)c1)C(Cl)(Cl)Cl (stereo unspecified)
  A: 149	B: 0	C: 3	D: .	E: 1.3	F: 24[fluorescence artefact?]	G: 5	H: .	I: -6
Cc1cc(C)n2nc(CC(=O)NC3CCCC(C)C3C)nc2n1 (stereo unspecified)
  A: 116	B: 8	C: -11	D: -1	E: 1.1	F: 5	G: -7	H: -2	I: -11
Cc1ccc(N=C2NC(=O)CS2)c(C)c1
  A: 97	B: 0	C: -2	D: 0	E: 1	F: -3	G: 12	H: -7	I: 2
O=C(c1ccc(COCC(F)(F)F)o1)N1CCCCCC1
  A: 87	B: -9	C: 11	D: .	E: 1.3	F: 3	G: 10	H: .	I: -9
CN(CC(O)COCc1cccs1)C1CCCCC1 (stereo unspecified)
  A: 113[fluorescence artefact?]	B: 22	C: -23	D: -3	E: 1.1	F: 1	G: 3	H: -4	I: 8
CCn1c(=O)n(CC(=O)NC2CCCC(C)C2C)c(=O)c2ccccc21 (stereo unspecified)
  A: 121	B: 34	C: -34	D: -3	E: 1.1	F: 6[fluorescence artefact?]	G: -1	H: 13	I: 8

# Quoted from the listing:
# CC(=O)Nc1ccc(S(=O)(=O)N2CCC(NC(C)=O)(c3cccc(F)c3)CC2)cc1 @ sEH inh = 21
# COC(=O)C(CCSC)NC(=O)C(NC(=O)C1CCC(C)CC1)C(C)C (stereo unspecified) @ ERa coact pot = 112

# From PubChem
